Screens (PubChem)
PTHR1 agonist – agonists of human PTHR1 parathyroid hormone receptor; HEK293 GP2 PTHR1 cells, GloSensor cAMP luminescence, 1 h; Potency, µM (titrated, usually from 115 µM), without a hit: at the highest dose activation, usual class: activators; 0.075% of 410,000 active; AID 743266; also: nearly all actives have a fitted effect of over 55% in size; some results filed as inactive show a strong effect at the top dose; inactives centre near -15; many of its hits are not listed in these tables
Target sequence (Q03431 whole entry, looked up): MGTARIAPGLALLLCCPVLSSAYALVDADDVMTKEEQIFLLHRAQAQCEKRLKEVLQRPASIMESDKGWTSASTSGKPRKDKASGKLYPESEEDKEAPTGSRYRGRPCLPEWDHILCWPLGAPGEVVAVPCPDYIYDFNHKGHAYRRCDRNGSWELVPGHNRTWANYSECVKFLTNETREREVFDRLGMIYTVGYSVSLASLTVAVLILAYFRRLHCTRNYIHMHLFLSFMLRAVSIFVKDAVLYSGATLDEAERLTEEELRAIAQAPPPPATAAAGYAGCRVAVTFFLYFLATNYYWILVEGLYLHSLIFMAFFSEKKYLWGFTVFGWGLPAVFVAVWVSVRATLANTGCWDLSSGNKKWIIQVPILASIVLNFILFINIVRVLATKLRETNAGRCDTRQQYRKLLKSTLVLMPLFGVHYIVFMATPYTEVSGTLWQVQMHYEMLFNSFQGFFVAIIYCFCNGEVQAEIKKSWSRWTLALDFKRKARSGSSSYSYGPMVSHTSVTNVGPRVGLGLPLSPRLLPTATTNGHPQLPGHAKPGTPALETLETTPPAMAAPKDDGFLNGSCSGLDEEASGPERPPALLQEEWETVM
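HEK-293-derived GP2 cells expressing PTHR1 and a GloSensor cAMP reporter, 3,000/well, plated overnight, given luciferin plus IBMX (each 0.5 mM as added) for 1 h at 37 °C, then compound for 1 h at 37 °C. Luminescence was read after 15 min at room temperature.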
TDP43 rescue – inhibitors of TDP-43 toxicity in yeast; Potency, µM (doses to about 46.1 µM), without a hit: top-dose growth rescue (activation), actives largely listed as activators; TDP-43 expressing yeast growth rescue, BacTiter-Glo, 24 h; AID 652104; 1.8% of 410,000 active; also: % of control where 0% means no effect; nearly all actives have a fitted effect of over 50% in size
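Cell-based yeast growth screen: TDP-43 expression induced in galactose, inoculum OD600=0.02 after raffinose pregrowth to mid-log. Read-out BacTiter-Glo luminescence at 24 hr, 30 deg C; inhibition of toxicity seen as signal increase.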
EPAC2 antag – EPAC2 (human) antagonism; Q8WZA2; EPAC2 GEF exchange of Rap1B-BODIPY-GDP, fluorescence; Potency, µM (top dose mostly 114 µM), inactives show at the top dose activity, negative = inhibition, hits mostly inhibitors; 0.18% of 360,000 active; also: % is scaled to controls: 0 for no effect and ±100 for the full control effect; nearly all actives have a fitted effect of over 45% in size; many of its hits are not listed in these tables
EPAC1 antagonist – antagonists of human EPAC1; O95398; EPAC1 GEF assay, Rap1b-BODIPY-GDP exchange fluorescence; 0.14% of 360,000 active; Potency, µM (titrated, usually from 115 µM), for inactives: at the highest dose activity change, negative = inhibition, most hits filed as inhibitors;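 also: plate controls were vehicle for no effect and positive control for full effect; nearly all actives have a fitted effect of over 50% in size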
EPAC1 agonist – agonists of human EPAC1 | O95398 | EPAC1 agonist qHTS, biochemical assay; response scale: 100% = response to 6.5 mM cAMP | Potency, µM (doses to about 154 µM), for inactives: at the top dose activation, hits mostly activators | 0.073% of 360,000 active; also: nearly all actives have a fitted effect of over 60% in size
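EPAC1 100 nM, Rap1B–BODIPY-GDP 250 nM, unlabeled GDP 50 uM; compound titration; 5 min RT; kinetic read ex480/em540 at 5-min intervals ×30 min; data normalized to 6.5 mM cAMP agonist control.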
EPAC2 agonist – activates human EPAC2 exchange factor. Q8WZA2. EPAC2 activation, biochemical qHTS; response scale: 100% = 6.5 mM cAMP response. Potency, µM (highest dose often 154 µM), for the others: top-dose activation, usual class: activators. 0.079% of 360,000 active. AID 720711; also: nearly all actives have a fitted effect of over 50% in size
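EPAC2 (100 nM) mixed with Rap1B loaded with BODIPY-GDP (250 nM) plus 50 uM unlabeled GDP; compounds pinned in, 5 min RT, then read every 5 min for 30 min (ex 480, em 540 nm). Normalized to cAMP control.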
FUS yeast rescue – rescues growth of FUS-expressing yeast | S. cerevisiae FUS-expressing, growth rescue, OD600, 24 h | Potency, µM (top dose mostly 76.6 µM), inactives show at the highest dose growth rescue (activation), actives largely listed as activators | 0.24% of 390,000 active;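 also: plate controls were DMSO vehicle for no effect and reference control for full effect; nearly all actives have a fitted effect of over 55% in size; some results filed as inactive show a strong effect at the top dose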
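Toxicity suppression screen in FUS-yeast. Cells induced with 2% galactose, starting OD 0.005, treated 24hr at 30C with compounds at multiple final concentrations; growth by OD600.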
aSyn yeast inh – rescues yeast growth from alpha-synuclein toxicity; Yeast expressing alpha-synuclein, growth rescue, BacTiter-Glo, 24 h; Potency, µM (doses to about 46.1 µM), for inactives: top-dose growth rescue (activation), hits mostly activators; 0.14% of 370,000 active; also: % of control where 0% means no effect; nearly all actives have a fitted effect of over 65% in size
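Galactose-induced alpha-syn yeast (OD600=0.02, raffinose-pregrown) + pinned cpd, 24 hr, 30 deg C; growth by BacTiter-Glo luminescence. Growth restoration scores as activation.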
* marks the source's active call; other numbers are inactive results; i = inactive; ? = inconclusive; nt = not tested or not shown; [ ] = dose if it differs, or a comment. Calls follow the shape of the dose curve; as a rule, active = well fitted curve in the direction sought with a large enough effect; inconclusive = small, poorly fitted or top-dose-only effect, or another doubt; inactive = no such curve, though single readings can be large; an effect the other way counts as inactive or inconclusive. Potency is read from the fitted curve at half-maximal effect. These rows are one share of the data (hit frequency here may not be typical).

SMILES | PTHR1 agonist | TDP43 rescue | EPAC2 antag | EPAC1 antagonist | EPAC1 agonist | EPAC2 agonist | FUS yeast rescue | aSyn yeast inh
CCn1cc(C(=O)NCCCN2CCC(C)CC2)c(=O)c2cc(S(=O)(=O)N3CCOCC3)ccc21 | i | 8% | 3% | 17% | 12% | 3% | 12% | -4%
COc1ccc(S(=O)(=O)Nc2ccc(N3CCOCC3)cc2)cc1Br | -15%[57.5 µM] | 15% | -3% | ? | 16% | 13% | 34% | 0%
CCCCCOC(=O)c1[nH]c2c(c1C)C(=O)C(C(=O)OC)C(C)C2 (configuration not stated) | -6% | ? | -20% | -3% | -12% | -17% | 15% | -21%
C=CCC(C(=O)NC(C)c1ccccc1)C(=O)NC(C)c1ccccc1 (configuration not stated) | i | -14% | 14% | 11% | 5% | -6% | 14% | -1%
O=C(Nc1ccncc1)c1ccc2c(c1)S(=O)(=O)c1ccccc1C2=O | -45%[inhibitor] | -21% | 23% | 4% | -12% | -1% | 3% | -1%
Cc1ccccc1C(=O)N1CCC(C(=O)Oc2ccc(C#N)cc2)CC1 | -10% | 10% | -1% | 12% | -4% | 1% | 3% | -1%
CC(=O)Nc1ccc(CN2C(=O)C(Cc3ccccc3)ON=C2c2cccc(F)c2)cc1 (configuration not stated) | -31%[inhibitor] | 17% | -3% | -18% | 0% | 14% | ? | 6%
C[C@@H](C(=O)NCC1CC1)[C@H]1C[C@]1(C)[C@H](NC(=O)OCc1ccccc1)c1ccccc1 | -12% | 23% | -15% | -5% | -8% | 14% | 25% | -3%
CCCCC1=CC2=CC(=O)C(C)(OC(=O)CC)C(=O)C2=CN1CCN1CCOCC1 (configuration not stated) | 0% | -7% | 34%[activator] | 7% | 0% | 11% | 9% | -5%
Cc1ccc(S(=O)(=O)N2CCOCC2)cc1C(=O)OCC(=O)N(Cc1ccccc1)C(C)C | -33%[inhibitor] | 16% | 5% | -24% | 1% | -1% | nt | -1%
CCCN(CC(=O)Nc1ccccc1C)C(=O)C1CCN(C(=O)Nc2ccccc2)CC1 | i | -13% | 12% | 14% | -14% | -2% | 14% | 0%
Cc1cc(NS(=O)(=O)c2ccc(NC(=O)c3ccc(Br)o3)cc2)nc(C)n1 | i | -22%[9.22 µM] | -5% | -7% | -3% | -4% | 18% | -7%
COC(=O)C1(C(C[N+](=O)[O-])c2ccc(C)cc2)C(=O)NCC1c1ccco1 (configuration not stated) | -8% | 18% | 8% | 15% | -5% | 2% | -6% | 11%
COC(=O)c1cc(CNC(=O)CCCSc2ccccc2)ccc1OC | -25% | -14% | -9% | 5% | 8% | 14% | 18% | 14%
Cn1nc(C(F)(F)F)c(C(=O)Nc2ccc(C(F)(F)F)cc2)c1Cl | -19% | 20µM* | -6% | -4% | 0% | 5% | -2% | -4%
CC(C)C(=O)NCCCc1ccccc1 | i | 0% | 6% | -2% | 5% | 9% | -14% | 0%
COc1cccc(CN(C)C(=O)CC[C@H]2O[C@@H](n3ccc(=O)[nH]c3=O)[C@H](O)[C@@H]2O)c1 | -1% | 18% | 2% | 1% | 3% | 7% | -19% | -1%
Cc1ccc(-c2nc(CS(=O)(=O)CC(=O)N3CCN(C)CC3)c(C)o2)cc1 | -4% | 4% | -6% | -9% | -3% | -2% | 11% | 2%
CCOc1ccccc1NC(=O)c1cc(S(=O)(=O)N2CCC3(CC2)OCCO3)ccc1F | i | -15% | -3% | 3% | -4% | 5% | -5% | 3%
CCN(CC)CCCNC(=O)/C(=C\c1cccn1C)NC(=O)c1cccs1 | -5% | 9% | 4% | -9% | -1% | 5% | ? | 5%

Fetched by structure from above, 5 records:
SMILES | PTHR1 agonist | TDP43 rescue | EPAC2 antag | EPAC1 antagonist | EPAC1 agonist | EPAC2 agonist | FUS yeast rescue | aSyn yeast inh
COC(=O)C1(C(C[N+](=O)[O-])c2ccc(C)cc2)C(=O)NCC1c1ccco1 (configuration not stated) | -8% | 18% | 8% | 15% | -5% | 2% | -6% | 11%
CCOc1ccccc1NC(=O)c1cc(S(=O)(=O)N2CCC3(CC2)OCCO3)ccc1F | i | -15% | -3% | 3% | -4% | 5% | -5% | 3%
CCCN(CC(=O)Nc1ccccc1C)C(=O)C1CCN(C(=O)Nc2ccccc2)CC1 | i | -13% | 12% | 14% | -14% | -2% | 14% | 0%
CCN(CC)CCCNC(=O)/C(=C\c1cccn1C)NC(=O)c1cccs1 | -5% | 9% | 4% | -9% | -1% | 5% | ? | 5%
COC(=O)c1cc(CNC(=O)CCCSc2ccccc2)ccc1OC | -25% | -14% | -9% | 5% | 8% | 14% | 18% | 14%

Following part
SMILES | PTHR1 agonist | TDP43 rescue | EPAC2 antag | EPAC1 antagonist | EPAC1 agonist | EPAC2 agonist | FUS yeast rescue | aSyn yeast inh
CC(C)C(=O)Nc1ccc(N2CCCC2)cc1 | i | 14% | -4% | 2% | 1% | 5% | ? | 0%
CCCCOc1cccc(-c2nnc(NC(=O)CSc3ccc(C)cc3)s2)c1 | -17% | 12% | -2% | 8% | 9% | -1% | -2% | -1%
O=C(NCC1CCCO1)C1CC(=O)N(c2cccc(Cl)c2)C1 (configuration not stated) | -5% | 0% | 17% | 5% | 8% | -1% | 3% | 1%
COc1ccc(NC(=O)C2CCCN2S(=O)(=O)c2ccc(F)cc2)cc1 (configuration not stated) | -11% | ? | 13% | -4% | 19% | 14% | -7% | 3%
O=C(CSc1nc2ccccc2c(=O)n1CCCO)N1CCc2ccccc21 | -4% | 13% | 0% | -1% | 11% | -8% | -1% | 11%
Cc1sc(NC(=S)Nc2ccc(F)cc2)c(C(N)=O)c1C | i | 26% | -3% | -21% | 3% | 8% | -1% | -8%
CCOc1cc(N2CCOCC2)c(OCC)cc1NC(=O)C(C)Oc1ccccc1 (configuration not stated) | i | 0% | ? | -2% | 9% | 2% | 37% | 11%
Nc1ccccc1CCc1ccccc1N | -18% | 10% | -1% | 10% | 12% | 8% | -19% | 7%
COc1cc2c(cc1C1NC(=S)NC(C)=C1C(=O)N(C)C)CCCC2 (configuration not stated) | i | 17% | 0% | 7% | -5% | -4% | 15% | 4%
Cc1ccc(C(=O)NC2CC(C)(C)NC(C)(C)C2)cc1S(=O)(=O)N1CCOCC1 | i | 6% | 7% | 7% | 6% | 2% | 6% | 2%
Cc1cc(C(=O)CSc2nnc(-c3ccc(OC(F)F)cc3)o2)c(C)n1Cc1cccs1 | -17% | -11% | -4% | -1% | 5% | -3% | 35% | -8%
CSc1ccccc1OCc1cc(C(=O)NCc2ccc(C)s2)no1 | -2% | 14% | 4% | -1% | 3% | 4% | nt | -2%
CC(C)(C)C1CCC(=NNC(=O)c2ccco2)CC1 (configuration not stated) | i | 20% | 2% | -2% | -2% | 7% | -2% | 2%
COc1ccc(C(CC(=O)O)n2cnnn2)cc1 (configuration not stated) | -15% | -6% | -12% | -1% | -1% | 5% | 2% | 1%
O=c1oc2cc(Br)ccc2n1Cc1ccccc1 | -22% | 6% | ? | -14% | 15% | -2% | 14% | -3%
O=S(=O)(CCNCc1ccccc1)NC1CCCCC1 | i | 15% | 15% | -10% | 3% | 1% | -2% | 1%
O=C(NCCc1cccs1)Nc1ccc2nc([C@@H]3O[C@H](CO)[C@@H](O)[C@H]3O)[nH]c2c1 | -18% | 0% | 24% | 6% | -5% | 3% | -17% | 0%
CC(C)Nc1nc(SCC(N)=O)nc(N2CCOCC2)n1 | i | -32%[inhibitor] | 2% | 2% | 9% | 3% | 12% | 1%
CS(=O)(=O)c1ccc(Cl)c(NC(=O)COC(=O)CCCN2C(=O)c3cccc4cccc(c34)C2=O)c1 | i | -5% | -5% | 1% | 3% | 3% | 1% | -1%
CC1(C(=O)N2CCN(Cc3ccccc3Cl)CC2)CC1(Cl)Cl (configuration not stated) | -10% | 2% | 11% | -12% | -10% | 8% | -9% | -3%
Cc1ccc2sc(NC(=O)c3cccc(N4C(=O)CCC4=O)c3)nc2c1C | -63%[inhibitor] | -3% | 18% | 2% | 6% | 1% | nt | -6%
C/C(Cn1cnc([N+](=O)[O-])n1)=N\NC(=O)c1ccncc1 | i | 23% | 10% | 2% | 5% | 5% | nt | 2%
CCC(C)c1ccc(NC(=S)NCc2cccnc2)cc1 (configuration not stated) | -31%[inhibitor] | ? | 0% | -6% | -6% | 0% | nt | 1%
CC1(C)C2CCC(C2)C1(C)NC(=O)CNC1CCCCC1 (configuration not stated) | ? | -9% | 5% | -23% | 10% | 6% | 3% | -4%
COc1ccc(-c2cn3ccc4ccccc4c3n2)cc1 | -10%[57.5 µM] | -8% | -10% | -20% | -1% | 9% | 18% | -11%
CC(NNC(=S)N1CCCCCC1)c1ccc2ccccc2n1 (configuration not stated) | -51%[inhibitor] | ? | -19% | -13% | 18% | 6% | -3% | 11%
CCn1cnc2c1c(=O)[nH]c(=O)n2Cc1ccccc1 | i | 0% | -1% | 5% | 0% | 3% | 5% | 0%
N#CCO/N=C/C(=O)Nc1ccc(F)cc1F | i | -7%[0.397 µM] | 2% | -4% | 2% | 1% | -9% | 1%
Cn1ccc(NC(=O)Nc2ccc(Cl)cc2)n1 | -9% | 11% | -5% | 5% | 2% | -9% | 0% | 2%
Cc1[nH]c2ccccc2c1SCc1nnc(SCc2ccc(Cl)cc2)n1C | -19% | 11% | -16% | -10% | 16% | 10% | 16% | -1%
CC[C@@]12C(=O)N(c3ccccc3)C(=O)N1[C@H](c1ccc(Br)cc1)[C@@H]1C(=O)N(C(C)(C)C)C(=O)[C@@H]12 | -14% | 4% | -1% | -8% | -8% | -2% | ? | 0%
CCOC(=O)N1CC=C2C(C#N)=C(N)C(C#N)(C#N)[C@H](c3ccsc3)[C@H]2C1 | i | -29% | -3% | -8% | 20% | 15% | 27% | -1%
Cc1ccc(Cn2c3ccccc3c3cn[nH]c(=O)c32)cc1 | -6% | ? | -8% | -2% | 3% | -2% | -2% | 0%
COCc1cc(C)nc2sc(C(=O)N3CCCCC3)c(N)c12 | i | -35%[inhibitor] | 7% | 7% | -5% | 9% | 11% | -5%
CN(N=C(c1ccccc1)c1ccccc1)c1ccccc1 | -15% | -3% | -27% | -3% | -1% | 7% | -16% | 1%
CN(C)S(=O)(=O)NCCNC(=O)c1cc(OCC(F)(F)F)ccc1OCC(F)(F)F | -2% | -5% | 17% | 8% | -6% | 5% | ? | -4%
CSc1ccc(/C=C/C(=O)OCC(=O)c2ccc[nH]2)cc1 | -1% | -2% | 14% | 3% | 3% | 3% | nt | 0%
